# U2OS ROS induce: inducers of reactive oxygen species in cancer cells. 46,000 compounds, 2% hits. AID 624156. U2OS ROS induction, H2DCF-DA fluorescence. ROS induction (% of piperlongumine), % at 10 µM; in the data active = ROS induction above about 79%, passing the limit was not always enough; inconclusive = no clear call, values can overlap the other calls;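 note: 0% = DMSO vehicle median and 100% = reference compound median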
# Active calls of the source: *; ? = inconclusive. A portion of the library. The share of hits here may be higher or lower than overall.
SMILES,U2OS ROS induce
Cc1ccccc1S(=O)(=O)N(C)C[C@@H]1OCc2cnnn2CCCC(=O)N([C@@H](C)CO)C[C@@H]1C,10
CC(C)NC(=O)Nc1ccc2c(c1)C(=O)N([C@H](C)CO)C[C@@H](C)[C@@H](CN(C)C(=O)NC(C)C)O2,-3
Cc1ccc(S(=O)(=O)N(C)C[C@@H]2Oc3ccc(NC(=O)Nc4ccc(C(F)(F)F)cc4)cc3C(=O)N([C@H](C)CO)C[C@@H]2C)cc1,0
Cn1nnnc1SCC(=O)Nc1ccc(C(=O)O)cc1,-4
CC(=O)Nc1ccc(Nc2ncnc3c2cnn3-c2ccc(C)cc2C)cc1,0
C[C@H]1CN([C@@H](C)CO)C(=O)c2cccc(NC(=O)Nc3ccc(C(F)(F)F)cc3)c2O[C@H]1CN(C)Cc1ccc2c(c1)OCO2,11
COc1ccc2nc(SCC(=O)Nc3cccc([N+](=O)[O-])c3)[nH]c2c1,4
C[C@@H]1CN([C@@H](C)CO)C(=O)CCCn2nncc2CO[C@H]1CN(C)S(=O)(=O)c1ccccc1,22
C[C@H](CO)N1C[C@H](C)[C@H](CN(C)Cc2cccc(C(F)(F)F)c2)Oc2ncc(-c3cccc(C(F)(F)F)c3)cc2C1=O,160*
C[C@H](CO)N1C[C@H](C)[C@H](CN(C)C(=O)Nc2ccccc2)Oc2ccc(NC(=O)C3CC3)cc2CC1=O,54
C[C@@H]1CN([C@H](C)CO)C(=O)c2cccc(NC(=O)Nc3ccc4c(c3)OCO4)c2O[C@@H]1CN(C)Cc1ccc(C(=O)O)cc1,-3
COc1cc2ccccc2cc1C(=O)Nc1ccc2c(c1)OCCO2,1
C[C@H]1CN([C@@H](C)CO)C(=O)Cc2cc(NC(=O)Nc3cccc4ccccc34)ccc2O[C@@H]1CN(C)S(=O)(=O)c1cccs1,47
N#Cc1c(C(F)(F)F)cc(-c2cccs2)oc1=S,-24
C=C1C(=O)O[C@H]2C1CCC(C)=C1C(=O)C=C(C)[C@@H]12 (some centres undefined),72
C[C@@H]1CN([C@H](C)CO)C(=O)Cc2cc(NC(=O)Nc3ccc4c(c3)OCO4)ccc2O[C@H]1CN(C)S(=O)(=O)c1cn(C)cn1,10
C[C@@H]1CN([C@@H](C)CO)C(=O)c2cc(NC(=O)CCC(F)(F)F)ccc2O[C@H]1CN(C)C(=O)Nc1ccc2c(c1)OCO2,-18
C[C@@H]1CN([C@@H](C)CO)C(=O)Cc2cc(NC(=O)CCN3CCOCC3)ccc2O[C@@H]1CN(C)Cc1ccccc1,14
C=C(C)C(O)Cc1c(OC)cc2oc(=O)ccc2c1OC (centres undefined),0
C[C@@H]1CCCCO[C@@H](CN(C)Cc2ccccc2)[C@@H](C)CN([C@H](C)CO)C(=O)c2cc(NS(=O)(=O)c3cn(C)cn3)ccc2O1,-4
COC(=O)c1ccc(NC(=O)CN(c2ccc(Cl)cc2C)S(C)(=O)=O)cc1,-1
COc1cc([N+](=O)[O-])ccc1NC(=O)NCc1cccnc1,11
C[C@H]1CN([C@@H](C)CO)C(=O)Cc2cc(NC(=O)Cc3ccccc3)ccc2O[C@@H]1CN(C)Cc1ccc(C(F)(F)F)cc1,74
C[C@@H]1CN([C@@H](C)CO)C(=O)c2cc(NS(=O)(=O)c3ccc(Cl)cc3)ccc2O[C@H]1CN(C)S(=O)(=O)c1cn(C)cn1,10
CCCCN(C)S(=O)(=O)c1ccc(C)c(-c2nnc3c4ccccc4c(C)nn23)c1,49
Clc1ccc(-c2nc(N3CCCCC3)c3ccccc3n2)cc1,-1
Cc1ccc(S(=O)(=O)N(C)C[C@@H]2Oc3c(NC(=O)c4ccc(-c5nccs5)cc4)cccc3C(=O)N([C@H](C)CO)C[C@H]2C)cc1,-6
C=CCN1C(=O)[C@@]2(O[C@@H](CCn3cc(CCO)nn3)[C@H]([Si](C)(C)c3ccc(OC)cc3)[C@H]2C)c2cc(N3CCC3=O)ccc21,34
Cc1noc(C)c1S(=O)(=O)Nc1ccc2c(c1)C(=O)N([C@H](C)CO)C[C@@H](C)[C@H](CN(C)S(=O)(=O)c1cccs1)O2,-8
CC(C)NC(=O)N(C)C[C@@H]1Oc2c(NC(=O)CCCCCC(=O)Nc3ccccc3N)cccc2C(=O)N([C@H](C)CO)C[C@@H]1C,-9
COc1ccc(S(=O)(=O)Nc2ccc3c(c2)CC(=O)N([C@H](C)CO)C[C@@H](C)[C@@H](CN(C)C(=O)NC2CCCCC2)O3)cc1,1
C[C@H]1CN([C@@H](C)CO)C(=O)CCCn2cc(nn2)CO[C@@H]1CN(C)Cc1ccc(O)cc1,25
O=C(CSc1n[nH]c(-c2ccncc2)n1)Nc1ccc(F)cc1,-5
CCC(C)(C)C(=O)Nc1cc(C)cc(C)c1,10
CC(C)NC(=O)N(C)C[C@H]1Oc2ccc(NC(=O)Nc3ccc(F)cc3)cc2C(=O)N([C@H](C)CO)C[C@@H]1C,-7
Cc1cc(Cl)ccc1NC(=O)COc1ccc(C(=O)Nc2cc(Cl)ccc2Cl)cc1,-10
COc1ccc(NC(=O)N(C)C[C@@H]2Oc3ccc(NC(=O)NC4CCCCC4)cc3CC(=O)N([C@H](C)CO)C[C@@H]2C)cc1,0
COc1ccc(S(=O)(=O)Nc2cccc3c2O[C@@H](CN(C)Cc2ccc(C(=O)O)cc2)[C@H](C)CN([C@@H](C)CO)C3=O)cc1,3
O=C(CCn1cnc2ccccc2c1=O)Nc1ccc(S(=O)(=O)N2CCOCC2)cc1,-4
CS(=O)(=O)N(CC(=O)Nc1cccc(Br)c1)c1ccc(F)c(Cl)c1,-6
C[C@@H]1CN([C@H](C)CO)C(=O)c2cc(NC(=O)c3ccncc3)ccc2O[C@H]1CN(C)C(=O)Nc1cccc2ccccc12,?
C[C@@H]1CCCCO[C@H](CN(C)C(=O)Nc2ccc(F)cc2)[C@@H](C)CN([C@H](C)CO)C(=O)c2cc(NC(=O)Nc3cccc4ccccc34)ccc2O1,33
Cc1ccc2nc(-c3cccc(NC(=O)C4CCCCC4)c3)oc2c1,13
COc1ccc(NC(=O)Nc2cccc3c2O[C@@H](CN(C)S(=O)(=O)c2cccs2)[C@@H](C)CN([C@H](C)CO)C3=O)cc1,9
O=C1C[C@@H](c2ccccc2)Oc2cc(O)cc(O)c21,36
Cc1ccc(S(=O)(=O)N(C)C[C@@H]2Oc3ccc(NS(=O)(=O)c4ccc(Cl)cc4)cc3C(=O)N([C@H](C)CO)C[C@H]2C)cc1,-22
C[C@@H]1CN([C@@H](C)CO)C(=O)Cc2cc(NS(=O)(=O)c3cn(C)cn3)ccc2O[C@@H]1CN(C)Cc1ccc(-c2ccccc2)cc1,16
CC(C)CC(Nc1ncnc2sc3c(c12)CCC3)C(=O)O (centres undefined),-36
Cc1ccc(NC(=O)C(C)N(c2ccccc2)S(C)(=O)=O)cc1C (centres undefined),3
C[C@@H]1CCCCO[C@H](CN(C)C(=O)Nc2ccccc2)[C@@H](C)CN([C@H](C)CO)C(=O)c2cc(NC(=O)Cc3ccccc3)ccc2O1,10

# The listing continues:
SMILES,U2OS ROS induce
CCN1C(=O)c2ccccc2Sc2ccc(NC(=O)N3CCc4ccccc43)cc21,52
COC(=O)c1ccc2c(c1)NC(=O)CO2,-7
O=C(N/N=C/c1cc2ccccc2n1S(=O)(=O)c1ccccc1)c1ccccc1O,15
Clc1ccc(C2=NCCc3sccc32)cc1,-9
O=c1ccc(Oc2nc(N3CCCCC3)nc(N3CCOCC3)n2)n[nH]1,17
c1ccc(-c2nc(N3CCCCCC3)c3ccccc3n2)cc1,65
N#Cc1c(-c2ccccc2Cl)c(C#N)c2nc3ccccc3n2c1N,70
C[C@H](CO)N1C[C@H](C)[C@H](CN(C)S(=O)(=O)c2ccc(Cl)cc2)Oc2c(NC(=O)c3cnccn3)cccc2C1=O,10
C[C@H]1CN([C@@H](C)CO)C(=O)Cc2cc(NC(=O)Cn3cnnn3)ccc2O[C@@H]1CN(C)S(=O)(=O)c1ccc(Cl)cc1,5
COc1ccc(NC(=O)N(C)C[C@H]2OCCCC[C@@H](C)Oc3ccc(NC(=O)Nc4cccc5ccccc45)cc3C(=O)N([C@H](C)CO)C[C@@H]2C)cc1,27

# Arranged by heavy-atom count (largest number first): eleven of the compounds above.
SMILES,U2OS ROS induce
COc1ccc(NC(=O)N(C)C[C@H]2OCCCC[C@@H](C)Oc3ccc(NC(=O)Nc4cccc5ccccc45)cc3C(=O)N([C@H](C)CO)C[C@@H]2C)cc1,27
C[C@@H]1CCCCO[C@H](CN(C)C(=O)Nc2ccccc2)[C@@H](C)CN([C@H](C)CO)C(=O)c2cc(NC(=O)Cc3ccccc3)ccc2O1,10
C[C@@H]1CN([C@@H](C)CO)C(=O)Cc2cc(NS(=O)(=O)c3cn(C)cn3)ccc2O[C@@H]1CN(C)Cc1ccc(-c2ccccc2)cc1,16
C[C@H](CO)N1C[C@H](C)[C@H](CN(C)S(=O)(=O)c2ccc(Cl)cc2)Oc2c(NC(=O)c3cnccn3)cccc2C1=O,10
O=C(N/N=C/c1cc2ccccc2n1S(=O)(=O)c1ccccc1)c1ccccc1O,15
O=c1ccc(Oc2nc(N3CCCCC3)nc(N3CCOCC3)n2)n[nH]1,17
N#Cc1c(-c2ccccc2Cl)c(C#N)c2nc3ccccc3n2c1N,70
c1ccc(-c2nc(N3CCCCCC3)c3ccccc3n2)cc1,65
CC(C)CC(Nc1ncnc2sc3c(c12)CCC3)C(=O)O (centres undefined),-36
Clc1ccc(C2=NCCc3sccc32)cc1,-9
COC(=O)c1ccc2c(c1)NC(=O)CO2,-7

# Later entries:
SMILES,U2OS ROS induce
Cc1ccc(S(=O)(=O)N(C)C[C@H]2Oc3c(NC(=O)NC(C)C)cccc3C(=O)N([C@H](C)CO)C[C@@H]2C)cc1,0
C[C@H](CO)N1C[C@H](C)[C@H](CN(C)Cc2ccc(Cl)c(Cl)c2)Oc2ccc(NS(=O)(=O)c3cccs3)cc2CC1=O,8
CC1=C(C/C=N/NC(=O)CCCCC(=O)NO)C(C)(C)CCC1,2
Cc1ccc(S(=O)(=O)Nc2ccc3c(c2)C(=O)N([C@H](C)CO)C[C@H](C)[C@@H](CN(C)S(=O)(=O)c2ccc(F)cc2)O3)cc1,5
C[C@@H]1CN([C@H](C)CO)C(=O)c2cc(NS(=O)(=O)c3cccs3)ccc2O[C@H]1CN(C)CC1CCCCC1,-6
C[C@H]1CN([C@@H](C)CO)C(=O)Cc2cc(NC(=O)Cc3ccccc3)ccc2O[C@@H]1CN(C)C(=O)Nc1ccc2c(c1)OCO2,0
C[C@H]1CN([C@@H](C)CO)C(=O)c2cc(NC(=O)NC3CCCCC3)ccc2O[C@@H]1CN(C)C,4
COc1ccc(NC(=O)Nc2ccc3c(c2)C(=O)N([C@H](C)CO)C[C@H](C)[C@@H](CN(C)C(=O)Nc2ccccc2)O3)cc1,-11
CC(C)C12CC1C(C)(O[C@@H]1O[C@H](CO)[C@@H](O)[C@H](O)[C@H]1O)CC2=O (some centres undefined),-4
C[C@@H]1CCCCO[C@H](CN(C)S(=O)(=O)c2ccc(Cl)cc2)[C@@H](C)CN([C@H](C)CO)C(=O)c2cc(NC(=O)CCCCCC(=O)Nc3ccccc3N)ccc2O1,43
C[C@@H]1CN([C@@H](C)CO)C(=O)c2cc(NC(=O)Nc3ccccc3)ccc2O[C@H]1CN(C)C(=O)Nc1ccc(F)cc1,44
CN1CCN(C(=O)CN(C)S(=O)(=O)c2ccc3ccccc3c2)CC1,-2
Cc1ccc(S(=O)(=O)N(C)C[C@H]2Oc3ccc(NC(=O)CCC(F)(F)F)cc3C(=O)N([C@H](C)CO)C[C@@H]2C)cc1,3
CC(C)OC(=O)CSc1nc2c(c(-c3ccccc3)c1C#N)CCC2,23
O=C(Nc1ccccc1C(=O)O)c1cccc(S(=O)(=O)Nc2ccccc2Cl)c1,15
C[C@@H]1CN([C@@H](C)CO)C(=O)CCCn2cc(nn2)CO[C@@H]1CN(C)Cc1cccc2c1OCCCO2,19
Cc1ccc(NC(=O)CSc2nc3c(c(=O)n2CCc2ccccc2)SCC3)cc1Cl,19
C[C@@H]1CN([C@H](C)CO)C(=O)CCCn2nncc2CO[C@@H]1CN(C)C(=O)CCCN(C)C,-19
C[C@@H]1CCCCO[C@H](CN(C)S(=O)(=O)c2cn(C)cn2)[C@@H](C)CN([C@H](C)CO)C(=O)c2cc(NC(=O)Nc3ccc(F)cc3)ccc2O1,-4
C[C@H]1CN([C@@H](C)CO)C(=O)c2cccc(NS(=O)(=O)c3ccc(Cl)cc3)c2O[C@@H]1CN(C)C,1
c1cc(-c2nn[nH]n2)ccc1CN1CCCCC1,-15
COC(=O)[C@]1(CCS(=O)(=O)c2ccccc2)N=C(c2ccc(OCCCO)cc2)O[C@@H]1c1ccccc1N=[N+]=[N-],71
Cc1noc(C)c1NC(=O)N(C)C[C@@H]1Oc2ccc(NC(=O)Cn3cnnn3)cc2C(=O)N([C@H](C)CO)C[C@@H]1C,-9
C[C@H]1CN([C@@H](C)CO)C(=O)c2cccc(NC(=O)Nc3ccc(F)cc3)c2O[C@H]1CN(C)C(=O)Nc1cccc2ccccc12,-4
Cc1ccc(C(=O)NC(=O)CSc2n[nH]c(N)n2)cc1,-2
CNC[C@H]1Oc2ccc(NS(=O)(=O)c3cn(C)cn3)cc2CC(=O)N([C@@H](C)CO)C[C@H]1C,39
COc1ccc(CN(C)C[C@H]2Oc3ccc(NC(=O)Nc4ccc(F)cc4)cc3C(=O)N([C@@H](C)CO)C[C@@H]2C)cc1,16
C[C@@H]1CN([C@@H](C)CO)C(=O)c2cccc(NC(=O)c3ccncc3)c2O[C@@H]1CN(C)S(=O)(=O)c1ccc(Cl)cc1,3
COc1ccc(NC(=O)N(C)C[C@@H]2Oc3ccc(NC(=O)CCCCCC(=O)Nc4ccccc4N)cc3C(=O)N([C@H](C)CO)C[C@H]2C)cc1,48
CSc1cccc(NC(=O)c2cc3c(ccc4ccccc43)o2)c1,4
Cc1ccc(S(=O)(=O)N2N=C(c3ccccc3)CC2c2ccc(Cl)cc2)cc1 (centres undefined),9
O=C(O)c1cc(=O)c2ccc(Cl)cc2[nH]1,18
Cc1ccc(C(CC(=O)O)c2ccco2)cc1 (centres undefined),2
COc1ccc(C(=O)Nc2ccccc2C(=O)NC(C(=O)O)C(C)C)cc1 (centres undefined),-12

# From PubChem
